HUVEC prolif 384: human endothelial cell proliferation inhibition; HUVEC proliferation, CellTiter-Glo luminescence, 72 h; active compounds read low; viability, % at 10 µM (by protocol); 1.1% of 86,000 active; AID 648;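 active = viability at or below 30%; inactive = viability above 30%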;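 also: 100% = median luminescence of DMSO-only cell control wells on each plate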
S1P2 blocker: antagonists of human S1P2 receptor; inhibition, % at 5 µM; cell-based S1P2 antagonist assay, inhibition at 5 uM; 0.21% of 97,000 active; O95136; in the data active = inhibition above about 45%;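 also: CRE beta-lactamase reporter cells expressing human S1P2 stimulated with S1P; 0% = agonist at EC80 alone and 100% = agonist plus reference antagonist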
Target sequence (O95136 whole entry, looked up): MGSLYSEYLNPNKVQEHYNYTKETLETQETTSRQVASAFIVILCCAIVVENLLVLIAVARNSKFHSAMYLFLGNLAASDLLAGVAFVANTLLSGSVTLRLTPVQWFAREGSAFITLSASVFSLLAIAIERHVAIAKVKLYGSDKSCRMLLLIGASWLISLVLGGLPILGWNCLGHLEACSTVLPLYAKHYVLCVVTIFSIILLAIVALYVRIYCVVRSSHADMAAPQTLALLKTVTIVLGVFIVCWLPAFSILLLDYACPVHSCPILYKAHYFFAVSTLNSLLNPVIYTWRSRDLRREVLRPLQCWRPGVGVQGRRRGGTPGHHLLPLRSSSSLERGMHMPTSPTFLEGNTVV
H69AR growth 86K: growth inhibitors of human H69AR lung tumor cells | H69AR lung tumor viability, ATP luminescence, 72 h; active compounds read low | viability, % at 10 µM | 6% of 85,000 active;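 active = viability at or below 40%; inactive = viability above 40%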;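 also: multidrug resistant small cell line overexpressing MRP-1 efflux transporter; 100% = mean luminescence of untreated control wells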
Lung fibro prol: blocks proliferation of human lung fibroblasts; viability, % at 10 µM; 1.1% of 85,000 active; LL 47 human lung fibroblast viability, ATP luminescence; active compounds read low;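 active = viability at or below 50% in the single dose screen; inactive = viability above 50%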;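 also: compound exposure lasted 72 h before the ATP readout; 100% = median luminescence of untreated cell-only wells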
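Test system: LL 47 human lung fibroblasts / Incubation: 72 h compound exposure at 37 °C after overnight plating / Technique: luminescent ATP detection, CellTiter-Glo / Compound dosing: 0.1% DMSO in all compound wells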
PostGolgi ctrl: inhibits growth of the yeast control strain; efflux-deficient yeast background strain, growth absorbance A615, 16 h; 5% of 98,000 active; inhibition, % at 10 µM
S1P2 ag: agonists of human S1P2 receptor; activation, % at 4.5 µM; O95136; 0.46% of 97,000 active; S1P2-expressing cell line, agonist reporter read-out; AID 729; in the data active = activation above about 16%;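 also: 0% = vehicle low control and 100% = maximal reference agonist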
hDAT+cocaine: modulates human dopamine transporter uptake under cocaine | Q01959 | LLC-PK1 hDAT cells, [14C]-dopamine uptake with cocaine IC80; actives deviate in either direction | B-score at 10 µM | 1.3% of 110,000 active;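 active = Z score or B-score, a plate-position-corrected score, falls beyond the plate's 99.7% confidence bounds, in either direction; inactive = both scores lie inside the 99.7% bounds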;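 also: scored against the spread of the other compound wells on the same plate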
Target sequence (Q01959 whole entry, looked up): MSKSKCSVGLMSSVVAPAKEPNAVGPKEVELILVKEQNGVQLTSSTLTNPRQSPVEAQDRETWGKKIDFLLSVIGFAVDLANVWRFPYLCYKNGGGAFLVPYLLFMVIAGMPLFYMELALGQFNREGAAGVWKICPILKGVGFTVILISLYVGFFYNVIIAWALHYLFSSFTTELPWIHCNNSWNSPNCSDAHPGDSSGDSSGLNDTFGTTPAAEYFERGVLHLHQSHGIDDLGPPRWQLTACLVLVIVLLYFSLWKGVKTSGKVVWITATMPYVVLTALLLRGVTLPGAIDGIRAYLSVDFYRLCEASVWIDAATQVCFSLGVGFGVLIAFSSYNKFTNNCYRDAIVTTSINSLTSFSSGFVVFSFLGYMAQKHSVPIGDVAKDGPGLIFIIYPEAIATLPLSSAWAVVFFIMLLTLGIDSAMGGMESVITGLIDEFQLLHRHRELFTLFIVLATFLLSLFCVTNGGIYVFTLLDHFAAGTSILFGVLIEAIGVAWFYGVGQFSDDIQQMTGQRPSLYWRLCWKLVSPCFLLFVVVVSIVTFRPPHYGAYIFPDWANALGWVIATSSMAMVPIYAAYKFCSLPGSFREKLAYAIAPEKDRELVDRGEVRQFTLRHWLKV
PostGolgi yeast: growth inhibition of a yeast mutant, post-Golgi transport screen; post-Golgi transport phenotypic cell assay; inhibition, % at 10 µM; 0.9% of 98,000 active;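 also: yeast cells grown in 1536-well plates; yeast grown about 18 h at 30C before absorbance read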
E coli WT exp: blocks growth of wild type E. coli BW25113; OD600 absorbance; growth inhibition, % at 100 µM; 0.15% of 98,000 active; AID 710;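 active = growth inhibition above about 50% at one test dose, limit read from the data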;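 also: growth measured after 20 h incubation at 37 °C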
Numbers without * were called inactive; x = no result given. Rule as the data show it, unless noted: active = inhibition above about 30%; inactive = the rest.

SMILES	HUVEC prolif 384	S1P2 blocker	H69AR growth 86K	Lung fibro prol	PostGolgi ctrl	S1P2 ag	hDAT+cocaine	PostGolgi yeast	E coli WT exp
CC1=C(C(N)=O)C(c2ccc(C)o2)C(C(N)=O)=C(C)N1	94	12	96	x	10	-4	-0.23	-1	9
CCSc1nnc(CCNC(=O)OC(C)(C)C)o1	106	-8	86	96	5	-4	1.2	4	0
Cc1cc(-c2n[nH]c(=S)o2)c(C)n1-c1ccccc1	90	7	38*	99	21	-5	0.22	-1	3
CCOCCCNC(=O)Cc1ccc(OC)c(OC)c1	111	10	92	99	-1	-5	-0.38	3	3
COC(=O)c1ccc(COc2ccc(-c3nn[nH]n3)cc2)cc1	96	-28	86	98	9	-7	-0.61	2	-11
CC1(C)Cc2ccccc2-c2nnc(-c3ccc(O)cc3)n21	90	9	99	x	1	-9	x	-4	0
CCOC(=O)CSc1ncnc2c1sc1nc(N3CCOCC3)c3c(c12)CCCC3	96	10	93	97	0	-2	1.1	8	-13
COCCCNC(=O)/C=C/c1ccc(Cl)cc1	x	12	x	x	6	-2	0.56	6	7
C/C(=N\NC(=O)CSCc1ccc(Cl)cc1)c1ccc2c(c1)OCCO2	x	2	x	x	31*	-5	-2.1	3	-7
C=CCn1c(COc2ccccc2)nnc1SCC(=O)O	91	22	97	105	4	-2	-0.02	1	5
Cn1ccnc1C(O)c1cc(C(C)(C)C)c(O)c(C(C)(C)C)c1 (configuration not stated)	101	21	110	93	7	-7	-0.006	-1	11
CC(=O)Nc1ccc([N+](=O)[O-])cn1	x	10	x	x	-3	-7	-0.47	-1	2
COc1ccc(C(=O)NCC(c2cccnc2)N2CCN(c3ccccc3)CC2)cc1OC (configuration not stated)	108	x	92	95	0	x	0.94	-4	10
Cc1nn(C(=O)c2ccoc2C)c(N)c1-c1ccccc1	116	x	103	104	x	x	-0.69	x	x
Cc1ccc(C2(c3ccc(C)cc3)NC(=O)N(Cc3c(C)noc3C)C2=O)cc1	77	12	105	99	17	-6	-0.0026	22	-7
Cc1cc(N2C(=O)C3CC=CCC3C2=O)cc(C)c1Br (configuration not stated)	x	-2	x	x	18	-3	-0.3	0	-4
COC(=O)c1sccc1NC(=O)CCC1CCCC1	94	-10	94	96	11	-1	-0.98	7	7
O=C(CN(Cc1ccccc1)S(=O)(=O)c1ccccc1)N1CCOCC1	103	-17	66	86	4	-4	0.14	-18	0
CS(=O)(=O)N(CC(=O)NCc1ccco1)c1cc(C(F)(F)F)ccc1Cl	82	4	96	100	-2	-7	1.7	-3	-9
CCn1cc(C(=O)NCc2cccnc2)c(=O)c2cc(F)c(N3CCN(C(=O)c4ccco4)CC3)cc21	107	4	35*	102	0	1	1.7	6	97*
NC(=O)Cn1cc(C(=O)c2cccs2)c2ccccc21	x	-4	x	x	14	-1	-1.3	-6	2
O=[N+]([O-])c1ccc(N=Nc2ccc(O)cc2O)cc1	18*	-23	3.2*	40*	4	-8	-1.6	-3	-1
CCC(C)[C@H](NC(=O)NCc1cccs1)C(=O)OC (some centres not stated)	94	13	89	103	7	-3	-1.3	-1	-2
COc1ccc(NC(=O)C2CCN(c3nc(C)nc4c3CCC4)CC2)cc1	91	x	68	89	x	x	-0.32	x	x
Cc1cccc2nc(CSc3nncn3-c3ccccc3)cn12	98	9	94	92	0	-13	0.72	1	8
CCOC(=O)/C=C1\CC(=O)Nc2cc(C)c(C)cc2N1	86	7	93	91	13	-3	-1.2	-3	-6
CC(C)COc1nc2ccccc2c(=O)n1OCC(=O)O	x	-17	x	x	15	-2	x	6	2
O=c1nc2ccccc2c2n1CC(CN1CCN(c3ccc(F)cc3)CC1)N2 (configuration not stated)	x	8	x	x	10	-6	0.042	12	4
COc1ccc(-c2n[nH]c(C)c2-c2ccc(Cl)cc2)c(O)c1	30	7	48	66	77*	-2	0.26	13	26
CCOc1ccc(NC(=O)C2CCC(CNc3c(N4CCOCC4)c(=O)c3=O)CC2)cc1 (configuration not stated)	101	0	88	109	1	-4	-1.1	-8	-2
CCOCCCNC(=O)C(Cc1ccccc1)NC(=O)c1ccco1 (configuration not stated)	96	-15	87	97	1	3	0.41	-1	-5
CC1=C(C(=O)N2CCCCC2)C(c2cccs2)NC(=O)N1 (configuration not stated)	102	14	92	x	7	1	-0.36	2	-6
COc1ccc(N2CCN(C(=O)c3ccc(N4C(=O)NC5CC4(C)Oc4ccccc45)cc3)CC2)cc1 (configuration not stated)	91	0	97	x	6	-1	-0.31	8	10
C=CCNc1ncnc2ccccc12	105	16	84	92	x	-8	-0.56	x	x
Cc1ccc(-c2cc3nc(-c4ccccc4)cc(N4CCOCC4)n3n2)cc1	79	-17	83	91	x	0	0.11	x	x
CCC(=O)OC1CC(C)N(C(=O)c2ccccc2)c2ccc(C)cc21 (configuration not stated)	104	-15	90	98	20	-3	0.3	21	-1
COC(=O)c1ccc2c(c1)C(=O)N(C1CCCCC1)C2=O	91	-24	99	70	8	-7	1.1	1	-3
COC(=O)Cn1cc(C(=O)C2CC2)c2ccccc21	107	7	90	99	1	-6	-0.023	2	2
CCn1nc(C)c(NC(=O)/C=C/c2ccc(OC)c(COc3ccc(Cl)cc3Br)c2)c1C	92	3	89	103	x	0	x	x	x
O=C(O)Cn1cnc2ccccc2c1=O	95	-4	99	98	8	-4	1.5	12	2
CCCCNC(=S)NNC(=O)c1nn(C)c(C)c1Cl	97	-19	77	99	x	-2	0.92	x	x
C=CCNC(=O)c1onc(CSc2ccccc2C)c1C(=O)O	x	6	x	x	6	-11	-0.34	-4	-8
O=C(Cn1nnc(-c2ccncc2)n1)NCCc1ccccc1	94	10	87	102	-13	-5	-0.53	-8	2
S=c1[nH]nc(C2CCCCC2)n1/N=C/c1cccs1	x	-9	x	x	22	-2	x	2	-4
O=C(O)c1ccc(N2C(=O)C3ON(c4ccccc4)C(c4ccccc4F)C3C2=O)cc1 (configuration not stated)	90	5	103	95	1	-3	-0.14	-2	0
Cc1cccc(N2C(N)=NC(N)=NC23CCCCC3)c1	91	-6	93	101	16	0	-0.93	3	3
CCCCC(CCC(=O)Nc1ccc(C(=O)OC)cc1)C(=O)O (configuration not stated)	100	4	97	98	4	-8	1.5	4	-6
Cc1ccc2c(c1)nnn2C1CCN(CC(=O)c2ccc(Cl)cc2)CC1	103	13	84	93	-12	11	0.32	-6	-10
COc1ccccc1NC(=O)Cn1cnc2c(oc3ccccc32)c1=O	96	-5	88	97	20	-7	-0.48	-3	-4
O=C(Nc1nccs1)C1CCCN1S(=O)(=O)c1cccc2cccnc12 (configuration not stated)	98	17	88	84	13	-4	0.11	3	0
COc1ccc2[nH]c(C)c(CCN(Cc3cccs3)C(=S)Nc3ccc(F)cc3)c2c1	88	-11	37*	100	23	-7	-0.95	-1	-13
c1ccc(Oc2nc(Oc3ccccc3)nc(N3CCOCC3)n2)cc1	108	-9	71	109	31*	-6	-0.0016	5	-12
Cc1nc2ccc(S(=O)(=O)NC(C(=O)N3CCC(C)CC3)C(C)C)cc2s1 (configuration not stated)	99	5	83	102	-1	-3	0.023	-5	2
N#Cc1ccc(CSc2nnc(-c3ccccc3)n2Cc2ccco2)cc1	105	-4	68	95	15	-6	1.2	1	-4
CCOC(=O)Cn1c(=O)oc2cc(S(=O)(=O)NCC3CCCO3)ccc21 (configuration not stated)	96	-11	94	88	2	-6	0.25	-2	-1
Cc1cc(NS(=O)(=O)c2ccc(NC(=S)NC(=O)c3ccc(Cl)cc3Cl)cc2)no1	x	-2	x	x	5	-9	-0.75	-2	-4
CCOc1cc(CN2CCCCC2)ccc1OC	89	-30	107	99	6	-4	0.059	0	9
Cc1cc(C)c(S(=O)(=O)Nc2c(C)[nH]c(=O)[nH]c2=O)c(C)c1	x	3	x	x	24	-8	-0.27	-7	3
CCOc1ccccc1Nc1nc(N)nc(CSc2nccc(C)n2)n1	100	-26	86	104	17	-3	1.4	16	2
CC1CCc2c(sc(NC(=O)c3ccc(Cn4cc([N+](=O)[O-])cn4)o3)c2C#N)C1 (configuration not stated)	87	7	103	101	38*	-5	-0.026	-6	-3

The results go on:
SMILES	HUVEC prolif 384	S1P2 blocker	H69AR growth 86K	Lung fibro prol	PostGolgi ctrl	S1P2 ag	hDAT+cocaine	PostGolgi yeast	E coli WT exp
Cc1ccc2c(c1)nnn2C1CCN(S(=O)(=O)c2ccc3ccccc3c2)CC1	87	-4	77	99	x	7	0.066	x	x
CCOC(=O)Cc1csc(NC(=O)c2c(O)c3ccccc3n(CC(C)C)c2=O)n1	86	4	17*	104	32*	-3	0.35	2	4
CCCCOC(=O)n1c(=O)oc2ccccc21	76	19	59	101	4	-6	0.43	-9	4
CCOC(=O)CNC(=O)CSc1nnc(-c2ccc(OC)cc2)n1CC	94	8	90	94	x	-7	0.12	x	x
COC(=O)c1c(NC(=O)c2nc3nc(C)cc(C(F)F)n3n2)sc2c1CCC2	x	0	x	x	34*	-5	-0.028	10	-14
Cc1ccc(-n2c3c(cc(C(=O)N4CCN(C)CC4)c2=O)C(=O)CC(C)(C)C3)cc1	91	x	92	98	-6	x	-0.11	-8	1
COc1ccc(CNC(=O)c2cccc3c2C(=O)N(Cc2cccnc2)C3)cc1	97	x	84	91	5	x	1.1	6	7
COC(=O)c1cc2c(-c3ccccc3)cc3ccccn3c-2c1C(=O)OC	x	-29	x	x	43*	4	-0.21	6	-14
COc1cc(C(=O)CSc2nncn2C)cc(OC)c1OC	98	-20	99	114	5	1	x	-1	-2
COc1ccc(-n2c3c(cc(C(=O)Nc4ccc(C)cc4)c2=O)C(=O)CCC3)cc1	89	-18	92	89	x	0	-0.56	x	x
Cc1cc2oc(=O)cc(CN3CCCCC3)c2cc1C(C)C	107	-16	87	109	8	-4	0.58	-6	-1
CCCN1C(=O)c2ccc(C(=O)NC3CCCCC3)cc2C1=O	98	15	93	101	7	-4	-1.9	0	-5
Cc1noc(C)c1COc1cccc(C(=O)OC(C)C(=O)Nc2ccc3c(c2)OCO3)c1 (configuration not stated)	x	-15	x	x	-2	-2	0.47	-5	-9
CNC(=O)CCc1nc(-c2ccc(C(C)(C)C)cc2)no1	105	11	86	95	28	-8	-0.4	3	-6
CC(C)(C)c1ccc(C2(C)NC(=O)N(CC(=O)c3ccc[nH]3)C2=O)cc1 (configuration not stated)	87	-14	27*	90	0	-3	0.22	4	3
Cc1cc(-c2ccccc2)nc(SCc2ccc(C(=O)O)o2)n1	81	21	102	97	6	-9	0.18	-3	0
Clc1ccc(-c2nn3cnnc3s2)c(Cl)c1	86	x	87	101	11	x	0.26	5	1

Of the compounds above, these have an aryl thioether with sulfur outside any ring.
SMILES	HUVEC prolif 384	S1P2 blocker	H69AR growth 86K	Lung fibro prol	PostGolgi ctrl	S1P2 ag	hDAT+cocaine	PostGolgi yeast	E coli WT exp
CCSc1nnc(CCNC(=O)OC(C)(C)C)o1	106	-8	86	96	5	-4	1.2	4	0
CCOC(=O)CSc1ncnc2c1sc1nc(N3CCOCC3)c3c(c12)CCCC3	96	10	93	97	0	-2	1.1	8	-13
C=CCn1c(COc2ccccc2)nnc1SCC(=O)O	91	22	97	105	4	-2	-0.02	1	5
Cc1cccc2nc(CSc3nncn3-c3ccccc3)cn12	98	9	94	92	0	-13	0.72	1	8
C=CCNC(=O)c1onc(CSc2ccccc2C)c1C(=O)O	x	6	x	x	6	-11	-0.34	-4	-8
N#Cc1ccc(CSc2nnc(-c3ccccc3)n2Cc2ccco2)cc1	105	-4	68	95	15	-6	1.2	1	-4
CCOc1ccccc1Nc1nc(N)nc(CSc2nccc(C)n2)n1	100	-26	86	104	17	-3	1.4	16	2
CCOC(=O)CNC(=O)CSc1nnc(-c2ccc(OC)cc2)n1CC	94	8	90	94	x	-7	0.12	x	x
COc1cc(C(=O)CSc2nncn2C)cc(OC)c1OC	98	-20	99	114	5	1	x	-1	-2
Cc1cc(-c2ccccc2)nc(SCc2ccc(C(=O)O)o2)n1	81	21	102	97	6	-9	0.18	-3	0
